# Compound activity from PubChem BioAssay.
# KOR beta-arrestin-1: KOR agonists, beta-arrestin recruitment, primary screen, cell-based, luminescence, uHTS (AID 1777) | KOR beta-arrestin recruitment, luminescence; higher % means a stronger effect | activation, % at 10 µM; hits with a dose series show EC50 in µM | 280,000 compounds, 0.02% hits; in the data active = activation above about 50%, passing the limit was not always enough; also: a part of the inactive calls stands beside numbers as strong as those of hits
# LYP phosphatase: PTPN22 lymphoid phosphatase activity blockers – biochemical, fluorescence intensity, uHTS (AID 1779). recombinant LYP phosphatase, fluorescence intensity; higher % means a stronger effect. inhibition, % at 11.5 µM, or IC50 in µM where a hit was titrated. 290,000 compounds, 0.054% hits;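 also: plate controls were vehicle with enzyme for no effect and no enzyme for full effect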
# PMI inhibitors: inhibitors of human PMI, primary screen, biochemical, fluorescence intensity, coupled assay (AID 1209); purified PMI enzyme, coupled fluorescence intensity; higher % means a stronger effect; 190,000 compounds, 0.42% hits; inhibition, % at 20 µM; hits with a dose series show IC50 in µM;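 also: plate controls were DMSO vehicle for no effect and wells lacking substrate for full effect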
# XIAP displacement: small molecules displacing peptide from XIAP – biochemical, IAP family, fluorescence polarization (AID 1018); XIAP BIR domain, fluorescence polarization peptide displacement; higher % means a stronger effect; displacement, % at 20 µM; hits with a dose series show IC50 in µM; 200,000 compounds, 0.007% hits; in the data active = displacement above about 50%; also: a part of the inactive calls stands beside numbers as strong as those of hits
# KOR beta-arrestin-2: kappa opioid receptor blockers – cell-based, luminescence, uHTS (AID 1778) | KOR beta-arrestin recruitment, luminescence, antagonist mode; higher % means a stronger effect | inhibition, % at 10 µM, or IC50 in µM where a hit was titrated | 290,000 compounds, 0.091% hits; also: strong numbers were not always called active
# NOD1 NF-kB reporter: inhibition of NOD1-driven NF-kB reporter – cell-based, luminescence, uHTS, primary screen (AID 1578); 290,000 compounds, 1% hits; inhibition, % at 4 µM; hits with a dose series show EC50 in µM; NOD1-driven NF-kB luciferase reporter cells, luminescence; higher % means a stronger effect; in the data active = inhibition mostly above about 36%, no sharp cut-off; inactive = mostly below about 34%;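 also: HEK-293T reporter cells stimulated with the NOD1 agonist gamma-tri-DAP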
# NOD2 inhibition: inhibition of NOD2-driven NF-kB reporter – cell-based, luminescence, uHTS, HEK293 (AID 1566); one-dose inhibition, % at 4 µM; EC50 in µM for titrated hits; 290,000 compounds, 0.63% hits; HEK293 NOD2/NF-kB luciferase reporter, luminescence; higher % means a stronger effect; also: many of its hits are not listed in these tables
# TNAP activators: human TNAP enzyme activators, primary screen, biochemical, luminescent, no phosphate acceptor, uHTS (AID 1001); activation fold at 20 µM, or EC50 in µM where a hit was titrated; 200,000 compounds, 0.03% hits; purified TNAP, luminescent activation assay, no phosphate acceptor; higher activation fold means a stronger effect; in the data active = activation fold from about 3, or a potency from the dose series; inactive = the rest, 99 in 100 with activation fold below about 1.6; also: many of its hits are not listed in these tables
# human PMI inhibitors: human PMI inhibitors, high substrate, primary screen, biochemical, fluorescence intensity, high mannose 6-phosphate (AID 1220); 190,000 compounds, 0.66% hits; recombinant PMI enzyme, coupled fluorescence intensity; higher % means a stronger effect; inhibition, % at 20 µM, or IC50 in µM where a hit was titrated
# Starred values were filed as active, the others as inactive; nt = no result given; [ ] = another dose, or the depositor's remark. Rule as the data show it, unless noted: active = inhibition above about 50%; inactive = the rest.
SMILES,KOR beta-arrestin-1,LYP phosphatase,PMI inhibitors,XIAP displacement,KOR beta-arrestin-2,NOD1 NF-kB reporter,NOD2 inhibition,TNAP activators,human PMI inhibitors
COc1ccc(OC)c(NC(=O)CCN2CCN(c3ccccc3)CC2)c1,2.3%,4%,6%,-3.5%,-30%,0%,7%,1.1,3%
CCOc1cc(/C=C/C(=O)c2ccc(O)cc2)ccc1OCC(=O)N(C)C,-4.6%,-2%,4%,-3.1%,6%,1%,9%,1,2%
CC(NS(=O)(=O)/C=C/c1ccccc1)c1ccccc1 (stereo not given),-0.8%,0%,4%,-2.1%,-10%,-34%,2%,1.1,11%
CCOc1ccc(NC(=O)NNC(=O)COc2ccc3ccccc3c2)cc1,0.5%,-4%,nt,nt,-27%,-34%,-4%,nt,nt
CC(OC(=O)CCc1nc2ccccc2[nH]c1=O)C(=O)c1ccccc1 (stereo not given),-6.0%,-4%,-4%,-0.8%,-4%,11%,11%,1.1,-6%
Cc1cccc(NC(=O)c2ccc(S(=O)(=O)N3CCN(C)CC3)cc2)c1C,-1.1%,-10%,nt,nt,-6%,0%,18%,nt,nt
O=c1c2cc(-c3ccccc3)sc2ncn1-n1cccc1,0.7%,-8%,-12%,-1.7%,1%,-45%,-89%,1.1,-10%
CCCC(=O)Nc1sc2c(c1C#N)CCCC2,-3.1%,-5%,16%,7.7%,23%,-20%,-16%,1.1,14%
Cc1c(CCO)c(=O)n(C)n1C(=O)c1ccc(F)cc1,-1.4%,-10%,5%,-6.9%,-4%,13%,7%,1.1,2%
CCCc1[nH]nc2c1C(c1ccc(OC)c(Cn3nc(C)c(Br)c3C)c1)C(C#N)=C(N)O2 (stereo not given),-6.3%,2%,18%,-12%,19%,-2%,-8%,1.1,10%

# An excerpt of these results, with the structure last:
KOR beta-arrestin-1	LYP phosphatase	PMI inhibitors	XIAP displacement	KOR beta-arrestin-2	NOD1 NF-kB reporter	NOD2 inhibition	TNAP activators	human PMI inhibitors	canonical_smiles
-3.1%	-5%	16%	7.7%	23%	-20%	-16%	1.1	14%	CCCC(=O)Nc1sc2c(c1C#N)CCCC2
-1.4%	-10%	5%	-6.9%	-4%	13%	7%	1.1	2%	Cc1c(CCO)c(=O)n(C)n1C(=O)c1ccc(F)cc1

# More records follow.
SMILES,KOR beta-arrestin-1,LYP phosphatase,PMI inhibitors,XIAP displacement,KOR beta-arrestin-2,NOD1 NF-kB reporter,NOD2 inhibition,TNAP activators,human PMI inhibitors
O=C(NC1CCCC1)c1cc(-c2ccc(F)cc2)on1,0.0%,-9%,nt,nt,-32%,-107%,-131%,nt,nt
COc1ccc(NC(=O)CC(NCCc2ccccc2)C(=O)O)c(OC)c1 (stereo not given),-0.3%,-6%,2%,-1.8%,20%,-10%,0%,1.1,3%
NCCNc1ccc(C(=O)N2c3ccccc3Sc3ccccc32)cc1[N+](=O)[O-],-7.9%,-8%,nt,nt,-18%[20 µM],-8%,7%,nt,nt
C[C@]12CC[C@@H]3c4ccc(O)cc4[C@@H](O)C[C@H]3[C@@H]1CC[C@@H]2O,-2.9%,-4%,-1%,-0.2%,-20%,-14%,11%,1.1,-4%
O=C(Nc1ccccn1)c1cc2cc([N+](=O)[O-])ccc2s1,-2.7%,-4%,-4%,-7.5%,-95%,-60%,-78%,1.1,-4%
CCOc1ccc2nc(NC(=O)C3CCN(S(=O)(=O)c4cnc[nH]4)CC3)sc2c1,3.2%,-3%,2%,-8.9%,16%,1%,-6%,1.1,18%
O=C(NCc1ccccc1)C1=C[C@H](c2coc3ccccc3c2=O)C[C@H](OCCCCO)O1,-1.1%,-8%,6%,-2.5%,9%,-22%,2%,1.1,6%
Cc1ccc(-n2c(=O)[nH]c3c(oc4ccccc43)c2=O)cc1,-5.6%,-4%,0%,-3.8%,7%,-34%,-1%,1.1,3%
CCCCCc1cc(=O)oc2c(C(CCN3CCCC(C)C3)c3cc(OC)c(OC)c(OC)c3)c(OC)cc(OC)c12 (stereo not given),7.2%,-11%,nt,nt,-10%,8%,24%,nt,nt
CC1=C(C(=O)OCc2ccccc2)C(c2ccc(C(C)(C)C)cc2)NC(=O)N1CCCCCC(=O)O (stereo not given),4.0%,8%,-27%,-9.2%,-19%,58%,23%,1.1,-24%
COc1ccc([N+](=O)[O-])cc1NC1CCCCC1,5.3%,-7%,6%,-9.7%,-23%,6%,-11%,1,0%
COCCC(=O)N1CCC(Oc2ccc(C(=O)NC3CCOC(C)(C)C3)cc2)CC1 (stereo not given),3.9%,-8%,nt,nt,1%,-11%,18%,nt,nt
Cc1ccccc1C(=O)c1cccn1CC(=O)NCC1CCCO1 (stereo not given),1.9%,0%,15%,-2.8%,-4%,-20%,-3%,1.1,15%
O=C(COC(=O)c1cccc(Br)c1)NCCc1ccccc1,-6.5%,1%,14%,6.1%,12%,-11%,4%,0.9,7%
O=C(/C=C/c1ccc2c(c1)OCO2)Nc1cccnc1,-4.7%,-4%,8%,-2.2%,-24%,-50%,-92%,1,17%
N#CC1=C(N)NC(SCC(=O)c2ccccc2)=C(C#N)C12CCCC2,-2.6%,-4%,3%,-3.9%,27%,-29%,-2%,1,15%
COCCNC(=O)Cc1ccc(F)cc1,-2.9%,-6%,-9%,-2.3%,nt,-13%,4%,1.2,-11%
NS(=O)(=O)c1cc(C(=O)N2CCNC(=O)C2)ccc1Cl,11%,-12%,nt,nt,28%,70%*,-66%,nt,nt
CCOCC(=O)Nc1ccc(Br)c(C)c1,-3.1%,-5%,-8%,-6.1%,-25%[20 µM],-36%,-10%,1.1,-8%
CCOC(=O)N1CCC(NC(=O)CCc2c(C)nc3nc(C)nn3c2C)CC1,7.8%,1%,5%,-4.8%,2%,-16%,-4%,1.1,0%
COc1ccc(CCNC(=O)Cn2nnc3ccccc3c2=O)cc1,-2.6%,-5%,4%,-0.4%,-66%,-7%,-5%,1.1,8%
C1=C(c2ccc(-c3ccccc3)cc2)Nc2ncnn2C1c1ccco1 (stereo not given),5.7%,-1%,52%*,-16%,-39%,nt,-52%,1.1,-38%
Nc1nc(SCc2ccc(Cl)cc2Cl)ns1,-1.0%,-3%,6%,1.4%,-8%,-14%,13%,1.1,9%
COc1ccc(Br)cc1/C=c1\sc2nc(-c3ccco3)nn2c1=O,-1.3%,19%,0%,-32%,-25%,23%,6%,1,-22%
CCOC(=O)c1cc(=O)c2ccc(OCC(=O)Nc3ccccc3)cc2o1,0.5%,-4%,nt,nt,24%,-5%,6%,nt,nt
NCCCNc1ccc([N+](=O)[O-])cc1C(F)(F)F,nt,0%,-4%,-1.5%,-35%[20 µM],-21%,6%,1,-5%
CC(C(=O)Nc1ccc(C#N)cc1)N(C)CC(=O)Nc1ccccc1Br (stereo not given),0.8%,-6%,8%,-6.0%,-38%,-19%,-7%,1,12%
CCCC(=O)N1CCN(c2nc3ccc(Br)cc3s2)CC1,1.6%,-4%,nt,nt,-3%,-39%,4%,nt,nt
CN(C)S(=O)(=O)c1ccc(C(=O)Oc2coc(CSc3ncccn3)cc2=O)cc1,-6.6%,-6%,-10%,-6.0%,17%,-26%,-3%,0.9,-3%
Cc1cccc(NC2SC(=O)NC2=O)c1 (stereo not given),-5.0%,-1%,0%,-2.7%,-17%,-35%,5%,1.1,1%
Cc1c(CCO)c(=O)[nH]n1C(=O)c1c(F)cccc1F,-2.4%,2%,14%,-1.3%,-9%,-2%,17%,1,13%
COc1cccc(NC(=O)CSc2ncnc3c2cnn3Cc2ccccc2)c1,1.8%,2%,18%,-8.7%,0%,1%,7%,1,12%
COc1cc(CCC(=O)OCC(=O)Nc2c(C)cc(C)cc2C)cc(OC)c1OC,3.4%,-7%,-8%,-0.3%,-9%,-15%,23%,1.1,0%
O=C(COC(=O)CNS(=O)(=O)/C=C/c1ccccc1)Nc1cc(S(=O)(=O)N2CCCCC2)ccc1Cl,-3.6%,1%,12%,-3.8%,-37%[20 µM],-15%,8%,1.1,11%
CCOC(=O)C1=C(CSc2nncn2C)NC(=O)NC1c1cc(OCC)ccc1OCC (stereo not given),2.0%,5%,5%,-6.8%,-58%,14%,7%,1,-12%
CCOc1ccc(NC(=O)C2CCN(C(=O)N3CCOc4ccccc43)CC2)cc1,-2.4%,-11%,nt,nt,-22%[20 µM],-5%,19%,nt,nt
O=C(NCCCNC(=O)c1ccc(-c2cccc(Cl)c2)o1)c1cnccn1,6.1%,-4%,nt,nt,-22%,38%,-12%,nt,nt
c1ccc(Nc2nc(-c3ccccc3)ns2)cc1,-0.1%,-7%,nt,nt,-26%,-88%,-137%,nt,nt
COc1cccc(CN2CCN(C(=O)c3cc(-c4ccccn4)nc4ccc(Cl)cc34)CC2)c1,-5.5%,4%,8%,-6.2%,-79%[20 µM],-7%,10%,1,6%
CCN(CC)S(=O)(=O)c1ccc(Nc2nc3ccccc3n3nnnc23)cc1,-0.8%,2%,16%,-5.6%,34%,-33%,-44%,1,7%
Cc1c(N=C2NC(=O)/C(=C/c3ccc(O)cc3)S2)c(=O)n(-c2ccccc2)n1C,-4.9%,-4%,-5%,-1.9%,-4%,19%,14%,0.9,-2%
O=C(C1CCCN(S(=O)(=O)c2cccc3nsnc23)C1)N1CCCCCC1 (stereo not given),11%,-5%,4%,-3.5%,12%,-20%,16%,1.2,5%
COc1ccc(N2CCN(S(=O)(=O)Cc3ccccc3)CC2)cc1,3.2%,0%,7%,-0.4%,-36%,-7%,-1%,1.1,2%
CCC(C(=O)OCCOCCN(CC)CC)c1ccccc1 (stereo not given),1.0%,-12%,nt,nt,21%,6%,1%,nt,nt

# Entries shown so far with an aryl methoxy group:
SMILES,KOR beta-arrestin-1,LYP phosphatase,PMI inhibitors,XIAP displacement,KOR beta-arrestin-2,NOD1 NF-kB reporter,NOD2 inhibition,TNAP activators,human PMI inhibitors
COc1ccc(OC)c(NC(=O)CCN2CCN(c3ccccc3)CC2)c1,2.3%,4%,6%,-3.5%,-30%,0%,7%,1.1,3%
CCCc1[nH]nc2c1C(c1ccc(OC)c(Cn3nc(C)c(Br)c3C)c1)C(C#N)=C(N)O2 (stereo not given),-6.3%,2%,18%,-12%,19%,-2%,-8%,1.1,10%
COc1ccc(NC(=O)CC(NCCc2ccccc2)C(=O)O)c(OC)c1 (stereo not given),-0.3%,-6%,2%,-1.8%,20%,-10%,0%,1.1,3%
CCCCCc1cc(=O)oc2c(C(CCN3CCCC(C)C3)c3cc(OC)c(OC)c(OC)c3)c(OC)cc(OC)c12 (stereo not given),7.2%,-11%,nt,nt,-10%,8%,24%,nt,nt
COc1ccc([N+](=O)[O-])cc1NC1CCCCC1,5.3%,-7%,6%,-9.7%,-23%,6%,-11%,1,0%
COc1ccc(CCNC(=O)Cn2nnc3ccccc3c2=O)cc1,-2.6%,-5%,4%,-0.4%,-66%,-7%,-5%,1.1,8%
COc1ccc(Br)cc1/C=c1\sc2nc(-c3ccco3)nn2c1=O,-1.3%,19%,0%,-32%,-25%,23%,6%,1,-22%
COc1cccc(NC(=O)CSc2ncnc3c2cnn3Cc2ccccc2)c1,1.8%,2%,18%,-8.7%,0%,1%,7%,1,12%
COc1cc(CCC(=O)OCC(=O)Nc2c(C)cc(C)cc2C)cc(OC)c1OC,3.4%,-7%,-8%,-0.3%,-9%,-15%,23%,1.1,0%
COc1cccc(CN2CCN(C(=O)c3cc(-c4ccccn4)nc4ccc(Cl)cc34)CC2)c1,-5.5%,4%,8%,-6.2%,-79%[20 µM],-7%,10%,1,6%
COc1ccc(N2CCN(S(=O)(=O)Cc3ccccc3)CC2)cc1,3.2%,0%,7%,-0.4%,-36%,-7%,-1%,1.1,2%

# A portion of the library; count on the stated rates, not on these rows.
